APEX1 inh: blocks human APE1 abasic DNA cleavage; Potency, µM (series often up to 65.8 µM), for inactives: at the top dose activity change, negative = inhibition, actives largely listed as inhibitors; hit rate 0.35% among 350,000; P27695; AID 2517; recombinant APE1, TAMRA/BHQ-2 abasic DNA cleavage fluorescence;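 further: potency means the concentration at half of the fitted maximal effect; plate controls were vehicle for no effect and reference inhibitor for full effect; nearly all actives have a fitted effect of over 55% in size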
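Compound pre-exposure to 0.75 nM APE1, 15 min at ambient temperature. Reaction initiated with 50 nM TAMRA/BHQ-2 THF substrate, read immediately in kinetic mode, 525 nm excitation, 598 nm emission.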
Pol iota inh: inhibitors of human DNA polymerase iota | Pol iota fluorescent replication assay, 10 min | Potency, µM (series often up to 115 µM), inactives show at the highest dose activity, negative = inhibition, actives largely listed as inhibitors | hit rate 1% among 390,000 | AID 588590; further: potency means the concentration at half of the fitted maximal effect
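Pol iota at 10 nM preincubated 15 min with compounds at room temperature; reaction started with fluorescent substrate, 50 nM final. Fluorescence read kinetically at 0 and 10 min; buffer-only wells as negative control.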
Pol beta inh: DNA polymerase beta (human) inhibition | P06746 | Potency, µM (top dose mostly 114 µM), without a hit: at the highest dose activity change, negative = inhibition, usual class: inhibitors | hit rate 1.3% among 340,000 | Pol beta primer extension/strand displacement, fluorescence kinetic; further: potency means the concentration at half of the fitted maximal effect; on the % scale 0 is the no-effect control and ±100 the full control effect
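Enzyme-only controls used 10 nM Pol beta; buffer lacking enzyme served as negative control. Compound preincubated 15 min, then 50 nM substrate added; 0 and 10 min reads at room temperature.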
POLK inh: blocks human DNA polymerase kappa activity; Q9UBT6; purified Pol kappa, fluorescent DNA synthesis assay, 10 min; Potency, µM (doses to about 107 µM), for inactives: top-dose activity, negative = inhibition, usual class: inhibitors; hit rate 0.53% among 400,000; AID 588579; further: potency means the concentration at half of the fitted maximal effect; on the % scale 0 is the no-effect control and ±100 the full control effect
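10 nM Pol kappa was preincubated with compounds for 15 min at room temperature. Reaction started with 50 nM (final) substrate. Fluorescence read kinetically at 0 and 10 min.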
TRHR agonist: agonists of human TRH receptor; TRHR cells, calcium flux fluo-8, FDSS agonist mode; AID 493084; activation, % at 2 µM; hit rate 0.18% among 360,000; in the data active means activation above about 30%; further: 0% is about no effect
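In this calcium-flux screen, cells bearing human TRHR are dye-loaded with fluo-8, baselined for 10 cycles, then exposed to library compounds; positive kinetic calcium responses during the agonist phase mark hits, with TRH as control.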
BLM helicase inh: Bloom syndrome helicase (human) inhibition; P54132; recombinant BLM DNA unwinding, fluorescence dequenching; Potency, µM (highest dose often 56.1 µM), inactives show at the highest dose activity change, negative = inhibition, usual class: inhibitors; hit rate 0.2% among 350,000; AID 2528;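 further: potency means the concentration at half of the fitted maximal effect; plate controls were vehicle for no effect and no enzyme for full effect; nearly all actives have a fitted effect of over 35% in size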
ERG-DNA inh: blocks human ERG Ets domain binding to DNA; P11308; Potency, µM (series often up to 76.9 µM), without a hit: at the highest dose FP activity, negative = inhibition, actives largely listed as inhibitors; hit rate 0.028% among 370,000; fluorescence polarization, His-ERG Ets domain / labelled DNA; active means well fitted inhibition curve with a large enough effect in the polarisation, with a control signal flat; inconclusive means small, poorly fitted or top-dose-only effect, or effect the other way, or a change in a side signal; inactive means no such curve, though single readings can be large or run the other way; the % refers to the polarisation;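 further: polarization taken with two DNA probes labelled with fluorescein and Texas red; potency means the concentration at half of the fitted maximal effect; % of control where 0% means no effect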
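His-tagged ERG Ets domain (1 uM in the protein solution; 300mM KCl, 50mM Tris-HCl, 1mM EDTA, 1mM DTT, pH 7.5) received compound, then a probe mix of 5 nM fluorescein-DNA and 100nM Texas-615-DNA. Fluorescence polarization was read for both dyes.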
12-LOX inh: ALOX12 (human) lipoxygenase inhibition; P18054; purified 12hLO, xylenol orange hydroperoxide absorbance; Potency, µM (top dose mostly 108 µM), for inactives: at the highest dose activity change, negative = inhibition, actives largely listed as inhibitors; hit rate 1.1% among 580,000; further: potency means the concentration at half of the fitted maximal effect; on the % scale 0 is the no-effect control and ±100 the full control effect
Target sequence (P18054 whole entry, looked up): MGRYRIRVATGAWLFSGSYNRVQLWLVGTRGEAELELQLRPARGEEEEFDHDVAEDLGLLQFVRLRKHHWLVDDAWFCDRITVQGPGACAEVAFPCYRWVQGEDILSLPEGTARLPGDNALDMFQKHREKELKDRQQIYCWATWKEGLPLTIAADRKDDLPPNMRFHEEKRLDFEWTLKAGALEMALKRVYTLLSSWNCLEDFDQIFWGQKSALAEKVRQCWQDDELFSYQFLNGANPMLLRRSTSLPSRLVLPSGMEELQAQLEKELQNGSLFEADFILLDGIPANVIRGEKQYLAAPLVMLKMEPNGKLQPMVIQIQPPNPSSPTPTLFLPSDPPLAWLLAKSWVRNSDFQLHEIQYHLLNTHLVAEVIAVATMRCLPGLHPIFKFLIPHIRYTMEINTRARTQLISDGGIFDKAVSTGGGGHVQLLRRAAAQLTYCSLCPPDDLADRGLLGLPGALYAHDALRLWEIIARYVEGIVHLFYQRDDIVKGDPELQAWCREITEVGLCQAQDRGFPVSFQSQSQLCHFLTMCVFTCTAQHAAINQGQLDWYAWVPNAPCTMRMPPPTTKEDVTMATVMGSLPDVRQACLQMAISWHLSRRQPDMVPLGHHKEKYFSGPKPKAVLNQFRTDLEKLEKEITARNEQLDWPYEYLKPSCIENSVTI
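Hydroperoxide product was detected by ferrous iron/xylenol orange as the 573 to 405 nm absorbance ratio. Arachidonic acid at 40 uM (final) was turned over for 30 min at room temperature by 150 nM human 12hLO, pH 7.0 Hepes buffer, after 15 min compound preincubation.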
Anesthetic bind: candidate novel general anesthetic via apoferritin binding; P02791; apoferritin/1-aminoanthracene competitive binding, fluorescence; Potency, µM (series often up to 77.5 µM), for inactives: at the highest dose activity change, negative = displacement, hits mostly inhibitors; hit rate 0.074% among 350,000; AID 485281; further: potency means the concentration at half of the fitted maximal effect; on the % scale 0 is the no-effect control and ±100 the full control effect; nearly all actives have a fitted effect of over 20% in size
Target sequence (P02791 2-175 limits assumed): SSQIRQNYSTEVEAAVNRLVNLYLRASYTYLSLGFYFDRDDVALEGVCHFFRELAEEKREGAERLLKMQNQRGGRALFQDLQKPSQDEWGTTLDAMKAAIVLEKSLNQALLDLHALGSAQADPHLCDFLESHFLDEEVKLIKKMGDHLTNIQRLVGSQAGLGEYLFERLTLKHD
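10 uM apoferritin + 50% sat. 1-AMA, PBS; cpd 10 min RT; Ex380/Em535 endpoint; normalized to free probe vs complex; 4-param Hill fit; propofol titration as pos. ctrl.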
* hit, by the source's call; ? = inconclusive; / = not tested or not shown; [ ] = remark or other dose. Unless noted, the call rests on the fitted dose curve; in most records, active means well fitted curve in the direction sought with a large enough effect; inconclusive means small, poorly fitted or top-dose-only effect, or another doubt; inactive means no such curve, though single readings can be large; an effect the other way counts as inactive or inconclusive.

Keys: A = APEX1 inh; B = Pol iota inh; C = Pol beta inh; D = POLK inh; E = TRHR agonist; F = BLM helicase inh; G = ERG-DNA inh; H = 12-LOX inh; I = Anesthetic bind
#1 CCOc1ccc(S(=O)(=O)N2CCOCC2)cc1NC(=O)c1ccccc1F
  A: 1% | B: 147%[activator] | C: 28% | D: -12% | E: -0.2 | F: -5% | G: -5% | H: 1% | I: -6%

#2 Cc1cccc(C)c1NS(=O)(=O)c1ccc2c(c1)C(=O)c1ccccc1C2=O
  A: ? | B: 1% | C: 2% | D: -2% | E: -0.7 | F: -3% | G: 0% | H: -8% | I: -1%

#3 Cc1cccc(C(=O)Nc2ccccc2N2CCN(c3ccc(F)cc3)CC2)c1
  A: -4% | B: -3% | C: 13% | D: 7% | E: 0.1 | F: -9% | G: 3% | H: 0% | I: -2%

#4 Cc1ccccc1NC(=S)N(C)C1(c2ccccc2Cl)CCCCC1=O (stereo not given)
  A: 0% | B: 13% | C: 1% | D: -7% | E: -0.2 | F: 0% | G: 1% | H: -2% | I: -16%

#5 CC(Sc1n[nH]c(N)n1)C(=O)Nc1ccc(Cl)cn1 (stereo not given)
  A: 3% | B: 14% | C: 6% | D: -8% | E: -0.5 | F: -3% | G: -5% | H: 3% | I: 2%

#6 CCCCn1c(N)c(N(CC(C)C)C(=O)c2cccc(S(=O)(=O)N3CCCCCC3)c2)c(=O)[nH]c1=O
  A: -2% | B: -7% | C: 53% | D: -9% | E: -0.1 | F: -3% | G: 15% | H: 42%[activator] | I: -8%

#7 CCOc1ccc(-c2noc(CSc3nnc(-c4ccccc4)n3-c3ccccc3)n2)cc1
  A: / | B: -13% | C: 5% | D: -3% | E: 1.1 | F: -4% | G: 4% | H: -16% | I: -2%

#8 Cc1cccc(OCc2nc(-c3ccc(Br)o3)no2)c1
  A: 18% | B: 13% | C: 26% | D: 0% | E: -2.6 | F: -10% | G: 2% | H: 44%[activator] | I: -16%

#9 CNC(=S)/N=C(\Nc1ccc(C)cc1)c1ccccc1
  A: 13% | B: -2% | C: 1% | D: -11% | E: 0.3 | F: -6% | G: -15% | H: ? | I: -2%

#10 Cc1ccc(NC(=O)c2ccccc2Cl)cc1-n1cnnn1
  A: 4% | B: 65%[activator] | C: 17% | D: -3% | E: 0.9 | F: -1% | G: -4% | H: -2% | I: -3%

#11 Oc1ccccc1C=NN=Cc1ccccc1Cl
  A: / | B: 3% | C: / | D: -7% | E: / | F: / | G: -8% | H: 20% | I: /

#12 COc1ccc(Cl)cc1-n1nnc(-c2nsc(NC(=O)c3ccccc3Cl)n2)c1C
  A: / | B: -13% | C: -18% | D: -15% | E: 1.7 | F: -10% | G: -5% | H: -16% | I: -17%

#13 COc1ccccc1CCNC(=O)Cn1ccc2cc(S(=O)(=O)N3CCCCC3)ccc21
  A: / | B: 89µM* | C: 2% | D: ? | E: 0.4 | F: -5% | G: 0% | H: -12% | I: 12%

#14 COc1cc(CCCN2C(=O)C(=O)NC[C@@H]2CC2CCCCC2)cc(OC)c1OC
  A: 1% | B: 2% | C: / | D: -10% | E: 0.0 | F: / | G: 9% | H: -3% | I: /

#15 O=C(Nc1ccc(F)cc1)Nc1ccc(N2CCOCC2)c2nonc12
  A: ? | B: 62%[activator] | C: 1% | D: -14% | E: -2.0 | F: -5% | G: 7% | H: -2% | I: -13%

#16 Cc1ccc(-c2nnc(NC3CCCCC3)c3ccccc23)cc1S(=O)(=O)N1CCN(C)CC1
  A: 18% | B: -1% | C: -7% | D: -5% | E: -0.1 | F: -2% | G: / | H: -31% | I: -14%

#17 CCOC(=O)c1c(C)[nH]c(C(=O)COC(=O)c2ccc(O)cc2O)c1C
  A: 13% | B: -11% | C: ? | D: -21% | E: -4.2 | F: 1% | G: 2% | H: -17% | I: -6%

#18 CC(C)C(NC(=O)c1ccc(F)cc1)C(=O)N1CCC1 (stereo not given)
  A: -1% | B: 32%[activator] | C: / | D: 8% | E: 1.0 | F: / | G: 0% | H: 5% | I: /

#19 O=C(CNS(=O)(=O)c1ccccc1)NCC(=O)OCc1ccc(C(=O)c2ccccc2)cc1
  A: -4% | B: -5% | C: -2% | D: -6% | E: -0.6 | F: 0% | G: -8% | H: -15% | I: 1%

#20 CCn1ncc([N+](=O)[O-])c1C(=O)Nc1c(C)cccc1C
  A: -3% | B: -21% | C: 5% | D: 5% | E: 0.6 | F: -2% | G: -13% | H: 0% | I: -4%

#21 Cn1ncc2c(NNC(=O)c3ccccc3Cl)ncnc21
  A: 15% | B: 14% | C: 25% | D: -17% | E: 1.0 | F: -13% | G: -10% | H: 23% | I: 12%

#22 Cc1cc(C)nc(NC2=NCC(=O)N2CCc2c[nH]c3ccccc23)n1
  A: 11% | B: 0% | C: 0% | D: -7% | E: -0.5 | F: 4% | G: 0% | H: -12% | I: -8%

#23 Cc1cc(NC(=O)CCC(=O)N(Cc2cccs2)C(C)(C)C(=O)NC2CCCCC2)no1
  A: 2% | B: 72%[activator] | C: 3% | D: -20% | E: 0.3 | F: 0% | G: -2% | H: 9% | I: -1%

#24 Cc1cc(/C(O)=C2\C(=O)C(=O)N(CCN(C)C)C2c2ccncc2)ccc1OCc1ccccc1 (stereo not given)
  A: 1% | B: -2% | C: 0% | D: -2% | E: 0.5 | F: -1% | G: 3% | H: -2% | I: -9%

9 entries from above, with two lines to a compound.
Every second line gives: APEX1 inh | Pol iota inh | Pol beta inh | POLK inh | TRHR agonist | BLM helicase inh | ERG-DNA inh | 12-LOX inh | Anesthetic bind
#16 Cc1ccc(-c2nnc(NC3CCCCC3)c3ccccc23)cc1S(=O)(=O)N1CCN(C)CC1
  18% | -1% | -7% | -5% | -0.1 | -2% | / | -31% | -14%
#17 CCOC(=O)c1c(C)[nH]c(C(=O)COC(=O)c2ccc(O)cc2O)c1C
  13% | -11% | ? | -21% | -4.2 | 1% | 2% | -17% | -6%
#18 CC(C)C(NC(=O)c1ccc(F)cc1)C(=O)N1CCC1 (stereo not given)
  -1% | 32%[activator] | / | 8% | 1.0 | / | 0% | 5% | /
#19 O=C(CNS(=O)(=O)c1ccccc1)NCC(=O)OCc1ccc(C(=O)c2ccccc2)cc1
  -4% | -5% | -2% | -6% | -0.6 | 0% | -8% | -15% | 1%
#20 CCn1ncc([N+](=O)[O-])c1C(=O)Nc1c(C)cccc1C
  -3% | -21% | 5% | 5% | 0.6 | -2% | -13% | 0% | -4%
#21 Cn1ncc2c(NNC(=O)c3ccccc3Cl)ncnc21
  15% | 14% | 25% | -17% | 1.0 | -13% | -10% | 23% | 12%
#22 Cc1cc(C)nc(NC2=NCC(=O)N2CCc2c[nH]c3ccccc23)n1
  11% | 0% | 0% | -7% | -0.5 | 4% | 0% | -12% | -8%
#23 Cc1cc(NC(=O)CCC(=O)N(Cc2cccs2)C(C)(C)C(=O)NC2CCCCC2)no1
  2% | 72%[activator] | 3% | -20% | 0.3 | 0% | -2% | 9% | -1%
#24 Cc1cc(/C(O)=C2\C(=O)C(=O)N(CCN(C)C)C2c2ccncc2)ccc1OCc1ccccc1 (stereo not given)
  1% | -2% | 0% | -2% | 0.5 | -1% | 3% | -2% | -9%

Bioassay records deposited in PubChem BioAssay by National Center for Advancing Translational Sciences (NCATS).

The list is partial. The share of hits here may be higher or lower than overall.
